# Screens from PubChem.
# GPR7 antag = antagonists of human GPR7 (neuropeptides B/W receptor 1) | 290,000 tested, 1.1% active | P48145 | inhibition, % at 4.4 µM | GPR7-expressing cells, fluorescence antagonist assay | AID 1861; in the data active = inhibition above about 16%, passing the limit was not always enough;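 note: cells stimulated with the agonist NPW; 0% = agonist with vehicle and 100% = vehicle without agonist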
# Target sequence (P48145 whole entry, looked up): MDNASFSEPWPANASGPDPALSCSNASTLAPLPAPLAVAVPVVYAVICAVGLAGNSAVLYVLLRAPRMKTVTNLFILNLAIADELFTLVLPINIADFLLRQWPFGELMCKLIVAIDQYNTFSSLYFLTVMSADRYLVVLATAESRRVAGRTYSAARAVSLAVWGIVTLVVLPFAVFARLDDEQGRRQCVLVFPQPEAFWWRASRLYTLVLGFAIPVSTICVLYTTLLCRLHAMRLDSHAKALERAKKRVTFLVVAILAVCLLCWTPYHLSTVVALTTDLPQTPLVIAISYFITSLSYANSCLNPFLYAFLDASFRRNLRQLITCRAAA
# CHO parental Ca = counter-screen: ATP calcium response change in parental CHO cells | parental CHO-K1, ATP-induced calcium, Fluo-8 fluorescence | 330,000 tested, 0.63% active | inhibition, % at 5.6 µM | AID 463079;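 active = inhibition above that plate's mean sample inhibition plus 3 SD, cut at about 26% in these data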;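 note: 0% = ATP-challenged DMSO wells and 100% = DMSO wells without ATP; some compounds past the cut are filed as inactive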
#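 Measured by: calcium-sensitive Fluo-8 fluorescence / Test system: CHO parental line / Controls: ATP-challenged DMSO wells low, unchallenged DMSO wells high / Measure: % inhibition / Compound: single nominal dose of 5.6 µM per compound / Replicates: single well per compound, no replicates / Reagent: ATP as calcium-mobilizing challenge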
# CHO-K1 Ca ag = counter-screen for M1 agonists: effect in parental CHO-K1 cells. Fluo-8 calcium fluorescence; scaled to maximal ATP response, vehicle zero. activation, % at 3 µM. 360,000 tested, 0.48% active. AID 602248; in the data active = activation above about 15%;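 note: untransfected CHO-K1 host cells lacking M1 receptor as counterscreen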
# OXTR agonist = activates the human oxytocin receptor. P30559. CHO-OTR cells, Fluo-8 calcium fluorescence; normalized: DMSO 0%, oxytocin 100%. activation, % at 3 µM. 320,000 tested, 0.32% active;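 active = activation above the mean of all tested compounds plus 3 SD, cutoff set per screening run, cut at about 20% in these data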;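 note: peak over basal fluorescence ratio from a 100 s FLIPR kinetic read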
# CHO-K1 Ca PAM = counter-screen for M1 PAMs: effect in parental CHO-K1 cells; ATP EC20, Fluo-8 calcium fluorescence; 0% at ATP EC20, 100% at ATP max; activation, % at 3 µM; 360,000 tested, 0.02% active; AID 602247;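 active = activation above the run cutoff, the mean activation of all test compounds plus 3 SD, cut at about 40% in these data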;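 note: peak over basal fluorescence ratio in a 140 s read after ATP addition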
# TAAR1 antagonist = human TAAR1 antagonism. inhibition, % at 3 µM. CHO RD-HGA16 TAAR1, Fluo-8 calcium fluorescence, antagonist. 360,000 tested, 1.5% active;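 active = inhibition above a per-plate cutoff, the mean inhibition of test compounds on that plate plus 3 SD, cut at about 49% in these data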;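 note: 0% = DMSO plus EC80 beta-PEA response and 100% = DMSO alone without agonist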
# Target sequence (Q96RJ0 whole entry, looked up): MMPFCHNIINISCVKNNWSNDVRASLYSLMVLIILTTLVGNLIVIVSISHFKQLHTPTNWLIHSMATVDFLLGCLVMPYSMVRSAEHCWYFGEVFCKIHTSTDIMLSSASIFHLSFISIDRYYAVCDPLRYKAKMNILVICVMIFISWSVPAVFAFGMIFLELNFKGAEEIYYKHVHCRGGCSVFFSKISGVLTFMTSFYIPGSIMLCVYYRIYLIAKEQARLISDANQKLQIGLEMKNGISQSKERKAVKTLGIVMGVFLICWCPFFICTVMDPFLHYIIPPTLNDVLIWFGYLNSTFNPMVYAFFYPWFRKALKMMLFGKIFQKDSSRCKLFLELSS
#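 Test system: RD-HGA16 CHO cells with stable hTAAR1 and Gα16 / Probe or stimulus: EC80 β-phenethylamine stimulus / Times: seeding 17-24 h prior, 75-min 37 °C, 30-min RT dye loading / Detection: Fluo-8 calcium-sensitive fluorescence / Read-out basis: % inhibition scaled between DMSO and EC80 PEA controls / Repeats: singlicate, one well per test compound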
# OXTR potentiator = human OXTR potentiation; P30559; 320,000 tested, 0.061% active; AID 2445; activation, % at 3 µM; CHO-OTR cells, Fluo-8 calcium fluorescence, potentiator mode; 0% = oxytocin EC15, 100% = EC100;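 active = activation above that plate's cutoff, the mean activation of tested compounds plus 3 SD, cut at about 6.6% in these data, passing the limit was not always enough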;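 note: 100% uses oxytocin at 75 nM as the full agonist control; some results filed as inactive read as strong as hits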
#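 Material: CHO-OTR cells, human receptor; compound dosing: single dose, 3.0 µM nominal final compound concentration; schedule: 6 min compound pre-incubation at room temperature, 100 s kinetic read; measured by: kinetic Fluo-8 calcium fluorescence; read-out basis: % activation vs EC15 and EC100 oxytocin; controls: EC15 oxytocin alone as 0%, 75 nM oxytocin as 100%; replicates: singlicate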
# V1aR counter = V1a receptor agonism, counter-screen for OXTR agonists; activation, % at 3 µM; CHO-V1R cells, Fluo-8 calcium fluorescence, agonist mode; 0% DMSO, 100% 3 nM vasopressin; AID 2797; 320,000 tested, 0.25% active; P37288;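 active = activation above the mean activation of all tested compounds plus 3 SD, per screening run, cut at about 20% in these data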;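 note: signal is peak over basal fluorescence ratio across a 100 second FLIPR read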
# Target sequence (P37288 whole entry, looked up): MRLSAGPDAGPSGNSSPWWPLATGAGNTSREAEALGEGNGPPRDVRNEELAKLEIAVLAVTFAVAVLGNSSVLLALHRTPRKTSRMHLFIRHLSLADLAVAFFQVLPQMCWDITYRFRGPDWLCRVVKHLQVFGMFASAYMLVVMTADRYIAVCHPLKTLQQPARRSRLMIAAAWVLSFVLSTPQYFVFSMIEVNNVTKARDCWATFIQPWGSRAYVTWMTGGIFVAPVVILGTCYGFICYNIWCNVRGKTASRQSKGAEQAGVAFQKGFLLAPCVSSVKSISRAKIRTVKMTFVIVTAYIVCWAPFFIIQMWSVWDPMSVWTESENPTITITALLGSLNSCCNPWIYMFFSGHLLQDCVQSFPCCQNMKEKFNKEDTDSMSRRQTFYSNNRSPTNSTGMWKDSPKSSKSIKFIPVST
# CHO-K1 Ca antag = counter-screen for M1 antagonists: effect in parental CHO-K1 cells; ATP-induced calcium, Fluo-8 fluorescence; inhibition, % at 3 µM; 360,000 tested, 0.6% active;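 active = inhibition above a per-plate cutoff, the plate's mean sample inhibition plus 3 SD, cut at about 24% in these data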;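 note: 0% = DMSO plus EC80 ATP and 100% = DMSO alone without ATP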
# An asterisk follows results filed as active; . = no result given.
SMILES,GPR7 antag,CHO parental Ca,CHO-K1 Ca ag,OXTR agonist,CHO-K1 Ca PAM,TAAR1 antagonist,OXTR potentiator,V1aR counter,CHO-K1 Ca antag
COC(=O)c1ccc2c(=O)n(CC3CCCO3)c(SCC(=O)Nc3ccc(OC)cc3OC)nc2c1 (stereo unspecified),19,2,0.7,0.1,20,-36,3,0.2,-10
CN(Cc1ccccc1)S(=O)(=O)c1ccc(Cl)c(C(=O)N2CCC(C(N)=O)CC2)c1,.,-8,-0.4,0.6,-16,1,7,-0.2,-9
CCN1C(=O)CC(N2CCN(c3ccc(C(=O)c4ccccc4)cc3)CC2)C1=O (stereo unspecified),-7,-23,5.2,1.1,12,17,-12,7.5,-8
Cc1cc(C)c(NS(=O)(=O)c2ccc(NC(=O)CCC(=O)O)cc2)c(C)c1,-7,-12,0.7,0.3,7,-8,-1,-0.3,2
O=C(CCN1C(=O)C2C3C=CC(C4CC34)C2C1=O)Oc1cccc2cccnc12 (stereo unspecified),-4,-6,0.2,0.9,15,1,-5,-0.3,-8
CC(C)Oc1ccc(C2CCC(=O)NC2=O)cc1 (stereo unspecified),-12,-11,0.6,0.5,9,2,0,2.0,-8
CCn1c(SCC(=O)NCC(=O)Nc2ccc(F)cc2)nnc1-c1cccs1,1,-6,0.5,-0.9,-7,-25,3,-0.5,-1
COc1cc(/C=C2/C(=O)NN(c3cccc(Cl)c3)C2=O)cc(OC)c1O,-4,-14,1.5,3.7,6,8,-6,0.9,1
Cc1cc(C(=O)COC(=O)CNS(=O)(=O)c2ccc3ccccc3c2)c(C)n1-c1ccccc1,-10,-1,4.1,-0.2,20,3,-8,-0.4,-1
CC(=O)Nc1cccc(N2CCCC2=O)c1,-15,-9,1.2,-0.7,15,-11,-7,0.8,0

# An excerpt from above, reduced to OXTR agonist, TAAR1 antagonist and CHO-K1 Ca antag.
mol,OXTR agonist,TAAR1 antagonist,CHO-K1 Ca antag
O=C(CCN1C(=O)C2C3C=CC(C4CC34)C2C1=O)Oc1cccc2cccnc12 (stereo unspecified),0.9,1,-8
CC(C)Oc1ccc(C2CCC(=O)NC2=O)cc1 (stereo unspecified),0.5,2,-8
CCn1c(SCC(=O)NCC(=O)Nc2ccc(F)cc2)nnc1-c1cccs1,-0.9,-25,-1

# Further results follow:
SMILES,GPR7 antag,CHO parental Ca,CHO-K1 Ca ag,OXTR agonist,CHO-K1 Ca PAM,TAAR1 antagonist,OXTR potentiator,V1aR counter,CHO-K1 Ca antag
NC1=NC(c2cccc(Cl)c2)N(CCc2ccc(F)cc2)C(N)=N1 (stereo unspecified),-12,-5,-0.2,0.9,14,7,-2,2.4,-11
c1csc(C2=NNC(=NC3CCCCC3)SC2)c1,-1,-13,1.0,-1.3,-5,15,-2,-0.2,2
O=[N+]([O-])c1cc(C(F)(F)F)ccc1NC1CCN(Cc2ccccc2)C1 (stereo unspecified),-23,-18,0.0,-1.2,-13,-25,-2,-0.1,-5
COc1ccc2nc(N3C(=O)CNC3=S)sc2c1,-8,10,0.1,0.6,9,-7,-4,0.1,-6
[N-]=[N+]=CC(=O)CCCN1C(=O)c2ccccc2C1=O,1,-12,1.7,-0.2,16,40,-8,0.3,-10
Cc1cc(C)cc(OCC(O)CN2CCN(Cc3ccc4c(c3)OCO4)CC2)c1 (stereo unspecified),3,-17,2.1,6.1,20,2,-10,4.6,-5
COC(=O)c1ccc([C@H](NC(=O)c2ccco2)[C@]2(C)C[C@H]2C2CCCCC2)cc1,.,-18,-0.1,-1.8,-16,18,-11,0.6,-16
CC(C)Nc1ccc(Cl)cc1[N+](=O)[O-],13,0,.,0.3,.,.,-7,-1.5,.
O=C(Nc1cc(S(=O)(=O)N2CCOCC2)ccc1Cl)c1cc2ccccc2o1,.,-25,1.4,-1.4,6,27,-2,1.9,-9
O=C(O)c1ccccc1OCc1ccccc1Br,-1,-18,1.0,-0.1,23,6,-7,0.2,-28
O=C(NCc1nc(-c2ccccc2)no1)c1ccc(Br)o1,-4,-10,2.3,1.8,10,-12,6,1.3,-3
O=C(Nc1ccncc1)Nc1ccncc1,-8,-4,0.9,0.9,2,1,1,0.9,-26
NC(=O)CSc1nnc(-c2ccc([N+](=O)[O-])cc2)o1,-9,12,0.0,0.8,-8,-15,-5,-0.1,-8
CCOc1ccc(S(=O)(=O)N2CCC(C(=O)NCc3ccccn3)CC2)cc1Cl,4,0,-0.7,-0.9,2,-11,-7,-0.7,-2
COc1ccc(CSCC(=O)N/N=C/c2ccc(OCC(=O)N3CCCCC3)cc2)cc1,-4,-11,1.7,1.5,-3,9,-5,1.6,-5
COc1ccc(-n2c(CN3CCN(C)CC3)nc3ccc([N+](=O)[O-])cc3c2=O)c(OC)c1,7,-11,1.2,0.5,-20,-13,-18,0.3,-2
N[C@@H](Cc1ccccc1)c1nnc(SCc2ccccc2F)o1,-5,-4,1.1,2.1,22,4,-17,0.4,-13
O=C(NC1CCCC1)C(c1ccncc1)N(C(=O)c1csnn1)c1cccc(F)c1 (stereo unspecified),-2,-13,0.3,0.0,0,-4,-9,-0.7,-9
CCOC(=O)C1C(C(=O)OC)=C(c2ccc(OC)cc2)c2ccccc2N1S(=O)(=O)C(F)(F)F (stereo unspecified),.,-24,-0.1,.,9,0,.,.,-16
COC(=O)[C@@H](NCc1cccc(CN[C@H](C(=O)OC)c2ccccc2)c1)c1ccccc1,-11,-25,0.4,-1.5,-2,1,-8,3.0,3
COc1ccc(NS(=O)(=O)c2cc(NC(=O)c3ccc(=O)[nH]c3)ccc2N2CCOCC2)cc1,4,-15,0.1,-0.8,-8,-3,-8,0.5,5
Cc1ccc(S(=O)(=O)C2(C(=O)N3CCN(c4cc(C)ccc4C)CC3)CC2)cc1,-14,-11,2.4,-2.0,8,-33,-1,-1.4,-12
CCCCN(C)CCNC(=O)CN1C(=O)CSc2ccc(S(=O)(=O)N3CCOCC3)cc21,-4,0,0.1,1.3,0,1,4,0.4,-17
CCOC(=O)CSc1nc2cc(S(=O)(=O)N3CCOCC3)ccc2n1CC,.,-4,1.1,-1.1,-1,-24,-5,-0.4,-3
C/C(=N\N=C1\NC(=O)C(CC(=O)Nc2ccc(Cl)cc2)S1)c1ccco1 (stereo unspecified),-1,-11,0.3,3.0,1,-20,-9,0.1,-5
O=S(=O)(Nc1ccon1)c1ccc(Br)s1,-5,-11,0.5,-0.2,-3,-24,-1,0.3,0
CCOc1ccccc1NC(=O)COC(=O)C(Cc1ccccc1)NC(=O)c1ccco1 (stereo unspecified),.,-25,4.3,0.2,-3,7,-6,2.8,2
Cc1c(C(=O)N2CCN(c3ccccc3)CC2)sc2ncnc(N3CCN(c4ccccn4)CC3)c12,5,3,2.5,0.7,1,15,-8,0.7,-13
Cc1ccccc1N1CCN(C(=S)c2ccc(-c3ccc([N+](=O)[O-])cc3)o2)CC1,-6,-15,0.1,0.2,0,-16,-2,-0.4,10
COc1ccc(/C=C/C(=O)NC(=S)Nc2ccc(S(=O)(=O)Nc3ccc(OC)nn3)cc2)cc1,7,-2,1.6,3.1,20,28,-7,2.7,-11
CCc1cc(/C(Cc2csc(C)n2)=N/O)c(O)cc1O,17,9,3.4,13,14,7,-11,7.9,-1
O=C(OCC#CCSc1nnc(-c2ccncc2)o1)c1sc2ccccc2c1Cl,-5,.,0.2,.,-4,-9,.,.,6
CCOC(=O)c1sc(N2C(=O)C(O)=C(C(=O)c3ccco3)C2c2ccc(C)o2)nc1C (stereo unspecified),-3,-4,-0.2,-1.2,5,-28,-9,-0.1,-16
N#Cc1c(-c2ccco2)cc(-c2ccccn2)nc1N,1,-15,0.6,-1.4,-9,10,-13,-0.1,18
CC1(C(=O)NCC(F)(F)F)CCN1C(=O)Cc1ccc(-c2ccccc2)cc1 (stereo unspecified),.,.,6.7,.,-4,15,.,.,0
CC1=NN(c2nc(-c3ccc(C)cc3)cs2)C(=O)C1N=Nc1ccc2ccccc2c1 (stereo unspecified),-5,-4,-0.2,0.7,14,2,-7,0.6,-5
Cc1cc(C)n(C(=O)c2cc3c(s2)CCCC3)n1,1,-17,0.0,-0.8,13,-10,-5,-0.6,-11
CCOC(=O)/C(=N\Nc1ccc(Br)cc1)N1CCN(c2ccccc2OC)CC1,-6,.,0.5,.,14,-9,.,.,-16
CCOc1ccccc1N(CC(=O)NCC1CCCO1)C(=O)CCC(=O)Nc1nccs1 (stereo unspecified),-5,-11,3.2,0.9,22,-7,-3,1.2,-16
O=C(Nc1cccc(O)c1)c1cc(-c2ccco2)on1,12,-11,2.0,1.5,16,-3,-5,1.5,-8
COc1ccc(F)cc1S(=O)(=O)NCc1cc(=O)n(C)c(=O)n1C,-24,-4,1.0,-0.8,9,-21,-11,0.3,-21
CCCC1(CC)C(=O)NC(=O)N=C1N (stereo unspecified),.,.,-0.2,.,-4,11,.,.,3
O=C(NCc1cccc(Cl)c1)C1CCC(=O)N(CCCN2CCOCC2)C1 (stereo unspecified),-8,.,-0.3,.,-22,-1,.,.,7
COc1ccc(C2=NOC(C(=O)Nc3ccc(C)cc3)C2)cc1OC (stereo unspecified),-5,-11,4.4,3.3,31,-1,0,1.9,-11
Cc1noc(C)c1NC(=O)N(C)C[C@H]1OCc2cnnn2CCCC(=O)N([C@@H](C)CO)C[C@H]1C,.,.,0.3,.,13,-17,.,.,-8
O=C(NCC1(c2ccccc2)CCCC1)c1ccccc1,-5,-12,0.8,-2.1,23,1,3,-1.4,-9
O=C(CCSCc1ccccc1F)N1CCN(c2ccccn2)CC1,-4,-16,2.1,-0.3,11,-16,6,0.3,-19
O=C(Cc1cccs1)NCCCc1ccccc1,10,-4,0.7,-1.6,9,-32,-4,-0.9,-3
Cc1cnc(C(=O)OCC(=O)Nc2cccc(C)c2C)cn1,.,9,0.4,0.6,8,3,-9,-0.6,-3
O=C(CCCCCN1C(=O)c2ccccc2C1=O)Nc1cccc(O)c1,-9,-8,0.5,1.6,-14,5,-15,2.3,16
# (next part)
SMILES,GPR7 antag,CHO parental Ca,CHO-K1 Ca ag,OXTR agonist,CHO-K1 Ca PAM,TAAR1 antagonist,OXTR potentiator,V1aR counter,CHO-K1 Ca antag
COc1ccc(CCn2c(-c3ccncc3)n[nH]c2=S)cc1OC,-19,-9,0.1,1.2,10,8,-1,-1.0,-12
Cc1ccc2c(c1)NC(=O)C(CC(=O)NCCCN1CCc3ccccc3C1)O2 (stereo unspecified),-12,-17,0.1,-0.5,7,-11,-6,-0.6,4
O=C(COc1ccc(F)cc1)NN1C(=O)CSC1=S,-3,-12,1.8,1.1,8,-2,-1,0.8,-9
O=S(=O)(c1ccccc1)N1C2CCC1CC(O)(c1cccnc1)C2 (stereo unspecified),0,-3,0.8,0.2,-2,0,-5,0.8,5
